# LYP inhibition – inhibitors of LYP phosphatase, biochemical, fluorescence intensity, uHTS (AID 1779); recombinant LYP phosphatase, fluorescence intensity; higher % means a stronger effect; actives 0.054% (n = 290,000); inhibition, % at 11.5 µM, or IC50 in µM where a hit was titrated;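 also: plate controls were vehicle with enzyme for no effect and no enzyme for full effect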
# Dengue-2 NS5 capping – flavivirus cap methylation enzyme inhibition – biochemical, confirmation dose response, primary screen (AID 588689); inhibition, % at 25 µM; hits with a dose series show IC50 in µM; actives 0.3% (n = 340,000); Dengue-2 NS5 methyltransferase capping enzyme assay, biochemical; higher % means a stronger effect; in the data active = a potency from the dose series
# HIV fusion peptide – cell-free HIV fusion peptide-binding blockers – biochemical, uHTS, fluorescence dequenching, primary screen (AID 1986). cell-free peptide binding, fluorescence dequenching, 30 min; higher % means a stronger effect. one-dose inhibition, % at 20 µM; IC50 in µM for titrated hits. actives 0.3% (n = 290,000); in the data active = inhibition mostly above about 52%, no sharp cut-off; inactive = mostly below about 76%; also: some results filed as inactive read as strong as hits
# AID2073 – inhibitors of Mint1-CaV2.2 protein interaction, biochemical, HTRF (AID 2073). HTRF protein-protein interaction, Mint1-CaV2.2; higher % means a stronger effect. inhibition, % at 20 µM; hits with a dose series show IC50 in µM. actives 0.19% (n = 290,000); in the data active = inhibition mostly above about 51%, no sharp cut-off; also: some results filed as inactive read as strong as hits
# Hep lipid drop – modulators of hepatic lipid droplet formation. inhibition, % at 6.5 µM. actives 0.4% (n = 240,000). AML12 mouse hepatocytes, oleate lipid droplets, BODIPY imaging. AID 1656;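 active = lipid droplet intensity inhibited by at least 50%, with more than 500 cells counted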
#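 Material: mouse AML12 hepatocyte cell line, fixed after treatment; Timing: compound with oleate, overnight; Technique: high-content imaging of BODIPY-stained droplets and DAPI nuclei; Probe or stimulus: oleate, 100 µM final; Dosing: compound at 6.5 µM only.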
# SIAH1 antagonists – Siah-1 peptide-binding antagonists, primary screen, biochemical, fluorescence polarization, rhodamine-plectin, uHTS (AID 1817) | one-dose displacement, % at 20 µM; IC50 in µM for titrated hits | actives 0.02% (n = 290,000) | Siah-1 / rhodamine-plectin peptide fluorescence polarization; higher % means a stronger effect;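 active = displacement of at least 50% at 20 µM, with a fluorescence ratio check between 0.3 and a set limit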;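 also: plate controls were Siah plus tracer with DMSO for no effect and tracer alone without Siah for full effect; strong numbers were not always called active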
# Myeloid diff MLP – compounds promoting myeloid differentiation; calls only at 10 µM; ER-HoxA9 myeloid progenitors, lysozyme-GFP differentiation, flow cytometry; actives 1% (n = 360,000);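 active = normalized GFP-positive differentiation at or above the plate's own cutoff, the solvent-only control mean plus 3 SD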;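 also: cells exposed to compound for four days before flow analysis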
# NOD2 inhibition – NOD2 signaling inhibitors, cell-based, luminescence, uHTS, HEK293 (AID 1566); HEK293 NOD2/NF-kB luciferase reporter, luminescence; higher % means a stronger effect; inhibition, % at 4 µM, or EC50 in µM where a hit was titrated; actives 0.63% (n = 290,000); also: many of its hits are not listed in these tables
# XIAP displacement – small molecules displacing peptide from XIAP – biochemical, IAP family, fluorescence polarization (AID 1018); XIAP BIR domain, fluorescence polarization peptide displacement; higher % means a stronger effect; displacement, % at 20 µM; hits with a dose series show IC50 in µM; actives 0.007% (n = 200,000); in the data active = displacement above about 50%; also: a part of the inactive calls stands beside numbers as strong as those of hits
# Hep lipid drop cells 6.5 µM – second read-out of Hep lipid drop, no call of its own (marks repeat the call); cell count; measured here: cell count, cytotoxicity flag;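 cells counted across two imaged fields per well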
# Dengue-2 NS5 capping pilot replicate – second read-out of Dengue-2 NS5 capping, no call of its own (marks repeat the call); inhibition, %; measured here: pilot screen replicate inhibition
# Myeloid diff MLP GFP+ MAC1+ % – recorded beside Myeloid diff MLP, whose call it bears; GFP+ MAC1+ double positive, %; measured here: differentiation confirmed by MAC1 staining
# * hit, by the source's call; i = inactive; . = not tested or not shown. Rule as the data show it, unless noted: active = inhibition above about 50%; inactive = the rest.
SMILES,LYP inhibition,Dengue-2 NS5 capping,HIV fusion peptide,AID2073,Hep lipid drop,Hep lipid drop cells 6.5 µM,SIAH1 antagonists,Myeloid diff MLP,Myeloid diff MLP GFP+ MAC1+ %,NOD2 inhibition,XIAP displacement,others
COc1ccc(NC(=S)Nc2cc(C)ccn2)c(OC)c1,-4%,-5%,0.8%,-18%,-5,687,10%,i,0.6,-82%,-2.9%,
CC1CN(CC(=O)Nc2ccccc2Sc2ccccc2)CC(C)O1 (centres undefined),-2%,-6%,1.6%,-6%,-33,644,-8%,i,0.5,-11%,-4.1%,
CCOc1ccccc1NC(=O)NC1CCCCCCC1,1%,-4%,-1.0%,8%,-29,686,0%,i,3.7,-11%,.,
O=C(Nc1nnc(C2=COCCO2)o1)c1cccc(Br)c1,-13%,0%,5.4%,5%,-9,651,4%,i,1.0,34%,.,
COc1cc(OC)cc(-c2nnc(SCC(=O)N3CCCC3)o2)c1,-4%,-6%,-0.8%,3%,.,.,-3%,i,0.6,6%,-16%,
CC(OC(=O)c1ccccc1NCc1ccco1)C(=O)Nc1ncc(Cl)cc1Cl (centres undefined),-5%,-1%,0.0%,12%,.,.,1%,i,1.0,3%,-4.3%,
Cc1ccc(NC(=O)/C=C\C(=O)NCC(=O)O)cc1,-5%,-6%,-1.1%,-1%,17,761,6%,i,0.2,13%,-7.2%,
Cc1nc2cc(-c3ccsc3-n3c(C)ccc3C)[nH]n2c(=O)c1Cl,9%,-18%,1.3%,54%,11,803,42%,i,1.0,25%,-3.5%,
O=C(COc1ccccc1F)NCC(c1ccco1)N1CCCC1 (centres undefined),-3%,-6%,0.4%,2%,-4,721,9%,i,0.3,-6%,-3.7%,
Cc1nn(C)c(Nc2ccc(Br)cc2)c1Br,-6%,-3%,-0.3%,1%,-4,711,2%,i,0.2,30%,-3.9%,
CN(C(=O)c1cc(-c2ccc3c(c2)OCO3)on1)c1ccccc1,-5%,-2%,-0.3%,4%,5,751,3%,i,0.5,-71%,.,
Cc1ccc(C(=O)O/N=C(/c2nonc2N)N(C)C)cc1,-9%,5%,-0.2%,-11%,.,.,-2%,i,0.1,12%,-5.6%,

# Continued (2 carried over from the part before).
SMILES,LYP inhibition,Dengue-2 NS5 capping,HIV fusion peptide,AID2073,Hep lipid drop,Hep lipid drop cells 6.5 µM,SIAH1 antagonists,Myeloid diff MLP,Myeloid diff MLP GFP+ MAC1+ %,NOD2 inhibition,XIAP displacement,others
CN(C(=O)c1cc(-c2ccc3c(c2)OCO3)on1)c1ccccc1,-5%,-2%,-0.3%,4%,5,751,3%,i,0.5,-71%,.,
Cc1ccc(C(=O)O/N=C(/c2nonc2N)N(C)C)cc1,-9%,5%,-0.2%,-11%,.,.,-2%,i,0.1,12%,-5.6%,
Cc1ccc(CNC(=O)COC(=O)c2c(C)noc2C)cc1,0%,-7%,-1.1%,8%,-6,541,5%,i,0.5,18%,-4.4%,
Cc1ccc(S(=O)(=O)N2CCCC2C(=O)Nn2cnnc2)cc1 (centres undefined),-8%,1%,44%,-2%,.,.,-4%,i,3.5,17%,-3.6%,
O=c1cc(C(F)F)oc2c1ccc1ccccc12,-9%,-5%,-3.0%,4%,.,.,-4%,i,4.8,12%,-2.1%,
CN(C)S(=O)(=O)c1cccc(NC(=O)COC(=O)CNC(=O)c2ccccc2F)c1,-7%,-9%,-0.8%,2%,16,753,-1%,i,0.0,11%,.,
Cc1ccc(-n2c(-c3ccco3)nc3c(cnn3-c3ccc(C)cc3)c2=O)cc1,0%,-1%,0.1%,9%,.,.,2%,i,3.7,16%,-2.1%,
O=C(CSc1nnc(-c2ccncc2)n1-c1ccccc1)N1CCN(c2ccc(Cl)cc2)CC1,-3%,-3%,2.8%,-1%,12,802,0%,i,1.4,18%,-3.2%,
O=S(=O)(CC(CN1CCCC1)N1CCCC1)c1ccc2ccccc2c1 (centres undefined),-2%,-16%,2.1%,8%,-60,693,12%,i,0.7,0%,-6.6%,Dengue-2 NS5 capping pilot replicate=-2.4
COc1ccc(CN2CCCC(C(=O)Nc3cccc(-n4cnnn4)c3)C2)c(C)c1C (centres undefined),-10%,7%,-0.1%,2%,-37,635,9%,i,5.3,7%,.,
Cc1ccc(C(=O)Nc2nnc(Cc3ccccc3)s2)cc1,-10%,-7%,0.4%,18%,-1,894,2%,i,0.5,17%,.,
O=C(c1ccc(Cl)c(Cl)c1)N(Cc1ccco1)c1ccc(O)cc1,0%,4%,2.3%,1%,-2,720,-2%,i,1.1,19%,-2.0%,
C=CCNC(=S)N1CCC(C(=O)c2ccc(C)cc2)CC1,-9%,-7%,-1.4%,-17%,41,419,-3%,i,0.7,31%,.,
Cc1cc(C(F)F)n2nc(C(=O)Nc3ccc(F)cc3F)nc2n1,-4%,3%,-0.9%,1%,-2,732,0%,i,0.7,3%,-4.4%,
CC(CCc1ccco1)NC(=O)CCc1nnc2ccc(NCc3ccc(Cl)cc3)nn12 (centres undefined),-8%,-10%,1.5%,9%,0,739,-1%,i,7.0,-1%,.,
O=C(NCC1CC1)C1CCCN(S(=O)(=O)c2ccc(-n3cnnn3)cc2)C1 (centres undefined),-4%,-11%,2.3%,13%,10,786,0%,i,0.0,-1%,14%,
O=C(O)C1CCN(C(=O)COc2ccc3c4c(c(=O)oc3c2)CCCC4)CC1,-13%,1%,2.7%,8%,8,824,4%,i,2.3,5%,.,
CCC(C)NC(=O)CSC1=Nc2ccccc2C2=NC(CC(=O)NCc3ccc(F)cc3)C(=O)N12 (centres undefined),3%,4%,-1.9%,-12%,.,.,-2%,i,0.2,5%,-7.1%,
COc1cc2nc(=S)n3[nH]c(CCn4nc(C)cc4C)nc3c2cc1OC,2%,-2%,-0.2%,-33%,-2,746,-2%,i,0.5,-5%,-1.5%,
CCN(CC)c1ccc(N2C(=O)/C(=C\c3cccs3)SC2=S)cc1,1%,-3%,-2.2%,-6%,14,719,3%,i,0.7,18%,-18%,
COCCN(CCOC)C(=O)N1CCOCC1,-5%,-2%,-0.9%,-5%,16,670,13%,i,0.5,5%,.,
O=C(CCCOc1ccc(Cl)cc1)Nc1cccc(C(=O)O)c1,-6%,0%,0.2%,-4%,-19,719,0%,i,0.2,-2%,-4.4%,
Cc1ccccc1OCC(=O)NCC(=O)OCC(=O)c1ccc([N+](=O)[O-])cc1,-4%,-1%,-1.0%,-59%,12,724,3%,i,1.1,-2%,.,
CCC1CN(C(=O)NCc2ccc(C)cc2)c2ccccc2O1 (centres undefined),-2%,-6%,0.6%,5%,-10,795,1%,i,0.8,-6%,.,
O=C(O)c1ccccc1-c1ccccc1C(=O)NCCc1ccccc1,1%,.,-1.8%,7%,3,804,-6%,i,0.5,12%,.,
O=C(CN1CCCCCC1)NN(Cc1ccccc1)c1ccccc1,-7%,9%,-0.7%,1%,-11,695,3%,i,0.8,9%,.,
COCCSc1ccccc1C(=O)Nc1cc([N+](=O)[O-])ccc1OC,-2%,-6%,0.7%,7%,4,717,7%,i,0.2,2%,-0.7%,
O=C(NCc1cccs1)c1ccc([N+](=O)[O-])cc1,-7%,6%,0.0%,7%,1,617,-2%,i,1.8,2%,-6.8%,
CS(=O)(=O)N(CC(=O)N1CCN(Cc2ccccc2)CC1)c1cccc([N+](=O)[O-])c1,-3%,-12%,1.5%,4%,1,835,0%,i,0.5,4%,.,
CN1C(=O)/C(=C/c2ccccc2OCc2cccc(F)c2)N(C)C1=S,-4%,-4%,-1.4%,-2%,-4,762,1%,i,0.9,22%,-5.3%,
CCOC(=O)Cc1csc(NC(=O)CSc2nc(C)cc(=O)[nH]2)n1,-4%,-7%,0.1%,-15%,5,791,2%,i,0.7,-11%,-12%,
OCCC1CN(C/C=C/c2ccco2)CCN1Cc1ccccc1 (centres undefined),-6%,5%,10%,4%,-6,846,-3%,i,0.6,0%,.,
CCC(C)NC(=O)CS(=O)Cc1nc(-c2ccccc2C)oc1C (centres undefined),-1%,-3%,2.2%,-8%,.,.,-5%,i,2.7,1%,-1.6%,
CCN(C(=O)c1cc(Cl)ccc1OC)C1CCCCC1,-6%,-6%,0.9%,-7%,-2,723,1%,i,1.1,-14%,-4.6%,Dengue-2 NS5 capping pilot replicate=-0.9
CCOC(=O)c1c(NC(=O)CSc2nnc(-c3cccnc3)o2)sc(C(C)=O)c1C,-3%,12%,0.1%,2%,.,.,3%,i,0.8,7%,-5.2%,
COCC(=O)N(Cc1cc2cc(OC)ccc2[nH]c1=O)c1ccc(C)cc1,-5%,-3%,1.6%,2%,.,.,2%,i,0.6,13%,-5.5%,
O=C(O)c1ccccc1C(=O)NC1CCCCNC1=O (centres undefined),-6%,3%,-0.9%,7%,4,695,-4%,i,0.3,-27%,.,
CCN(CC)CC(=O)Nc1ccc(-c2nc3cc(NC(=O)CN(CC)CC)ccc3o2)cc1,-17%,3%,-1.7%,26%,3,703,-1%,i,0.7,-13%,3.4%,
Cc1cc(C)cc(OC(=O)CCN2C(=O)C3C4C=CC(C5CC45)C3C2=O)c1 (centres undefined),-4%,1%,-1.9%,-1%,21,678,2%,i,0.2,4%,-2.7%,
O=Cc1ccc2noc(-c3ccc(F)cc3)c2c1,-1%,-45%,76%*,10%,1,776,3%,i,0.7,-38%,-2.2%,
O=C(O)COc1ccc(Cl)cc1CO,-8%,.,2.0%,-2%,10,749,-4%,.,.,-5%,-4.2%,
O=C(CN1CCOCC1)OCCCC1CCCCC1,-2%,-2%,-0.9%,0%,.,.,0%,i,0.2,-16%,-6.3%,
Cc1cc(C)cc(NC(=O)N2C3CCCC2CC(NC(=O)C2CC2)C3)c1 (centres undefined),-5%,2%,-0.9%,16%,1,839,-6%,i,0.8,-14%,.,
Cc1cc(C(=O)Nc2ccc(F)cc2C)n(-c2ccccc2)n1,-6%,2%,-1.3%,13%,5,751,6%,i,0.3,0%,.,
Cc1ccc(N2CC(C)Cn3c2nc2c3c(=O)[nH]c(=O)n2C)cc1 (centres undefined),-5%,-5%,1.3%,0%,11,729,14%,i,0.8,13%,.,
Cc1nn(-c2ccccc2)c(Cl)c1/C=N/O,-3%,-10%,-1.9%,-2%,.,.,10%,i,0.2,18%,-2.4%,
Cc1cccc(C(=O)N2CCCC(c3nc(-c4ccc(C)o4)no3)C2)c1 (centres undefined),2%,-3%,-0.6%,0%,-12,727,0%,i,1.3,-36%,.,

# In the list so far, two contain bromine:
SMILES,LYP inhibition,Dengue-2 NS5 capping,HIV fusion peptide,AID2073,Hep lipid drop,Hep lipid drop cells 6.5 µM,SIAH1 antagonists,Myeloid diff MLP,Myeloid diff MLP GFP+ MAC1+ %,NOD2 inhibition,XIAP displacement,others
O=C(Nc1nnc(C2=COCCO2)o1)c1cccc(Br)c1,-13%,0%,5.4%,5%,-9,651,4%,i,1.0,34%,.,
Cc1nn(C)c(Nc2ccc(Br)cc2)c1Br,-6%,-3%,-0.3%,1%,-4,711,2%,i,0.2,30%,-3.9%,

# Screens: PubChem BioAssay, several laboratories

# Not all compounds are listed, so the mix of outcomes need not match the whole.
